Compound activity deposited in PubChem BioAssay by National Center for Advancing Translational Sciences (NCATS).
GLP1R cytotox: cytotoxic in the GLP-1 receptor inverse agonist counter-screen. AID 624418. 410,000 compounds, 0.13% hits. Potency, µM (top dose mostly 38.3 µM), for inactives: at the highest dose activity change, negative = inhibition, usual class: inhibitors. HEK293 cAMP-luciferase reporter cells, luminescence, 24 h;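 further: loss of luciferase light is scored as toxicity; potency means the concentration at half of the fitted maximal effect; on the % scale 0 is the no-effect control and ±100 the full control effect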
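A 23 nL compound transfer followed 12 hours of cell culture at 37 deg C; exposure then lasted 24 hr. Luciferase assay detection reagent was dispensed and plates read for luminescence after a 12 min room-temperature wait.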
DRD3 antagonist: blocks the human D3 dopamine receptor | max response, negative = inhibition, % | 360,000 compounds, 2.5% hits | D3R cells, DiscoveRx beta-arrestin luminescence, antagonist mode; stronger effect = lower value | AID 652054 | P35462; in the data active means max response below about -50%; inconclusive means no clear call, values can overlap the other calls; further: on the % scale 0 is the no-effect control and ±100 the full control effect; mostly tested at two doses, the higher about 12 µM
Target sequence (P35462 whole entry, looked up): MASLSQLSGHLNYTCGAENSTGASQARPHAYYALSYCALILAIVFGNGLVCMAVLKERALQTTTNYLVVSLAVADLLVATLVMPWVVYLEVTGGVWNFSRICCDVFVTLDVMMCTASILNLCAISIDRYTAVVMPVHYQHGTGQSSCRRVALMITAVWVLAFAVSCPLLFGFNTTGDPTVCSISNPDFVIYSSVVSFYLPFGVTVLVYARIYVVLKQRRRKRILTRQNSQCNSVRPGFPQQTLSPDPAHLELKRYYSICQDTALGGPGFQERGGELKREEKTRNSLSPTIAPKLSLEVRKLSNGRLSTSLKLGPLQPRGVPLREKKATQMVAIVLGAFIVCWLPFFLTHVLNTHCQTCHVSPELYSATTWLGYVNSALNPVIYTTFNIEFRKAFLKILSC
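Cells plated overnight at 1500 cells/well, then exposed to library compounds with dopamine controls for 90 minutes at 37 degrees C. DiscoveRx reagent added for 30–60 minutes at room temperature; luminescence read, quantitative HTS format.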
GLP-1R agonist: activates the human GLP-1 receptor | 380,000 compounds, 0.007% hits | P43220 | Potency, µM (highest dose often 45.6 µM), without a hit: at the highest dose activation, actives largely listed as activators | HEK293 GLP-1R CRE-luciferase, luminescence, 4-6 h; cells express a hypersensitive GLP-1R form | AID 624172; further: potency means the concentration at half of the fitted maximal effect; % of control where 0% means no effect
Target sequence (P43220 whole entry, looked up): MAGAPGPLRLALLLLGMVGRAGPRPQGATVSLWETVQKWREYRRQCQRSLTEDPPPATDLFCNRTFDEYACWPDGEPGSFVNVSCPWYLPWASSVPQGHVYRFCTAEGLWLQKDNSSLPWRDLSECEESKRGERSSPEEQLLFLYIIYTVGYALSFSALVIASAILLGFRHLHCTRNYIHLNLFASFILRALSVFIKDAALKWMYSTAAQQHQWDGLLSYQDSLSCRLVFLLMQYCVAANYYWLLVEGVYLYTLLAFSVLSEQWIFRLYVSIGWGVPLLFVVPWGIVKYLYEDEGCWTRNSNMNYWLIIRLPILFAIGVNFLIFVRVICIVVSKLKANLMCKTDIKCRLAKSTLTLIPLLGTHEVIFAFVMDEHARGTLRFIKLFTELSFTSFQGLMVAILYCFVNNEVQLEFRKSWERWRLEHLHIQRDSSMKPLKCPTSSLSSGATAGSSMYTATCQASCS
GLP1R inv ag: acts as inverse agonist at human GLP-1 receptor; HEK293 GLP-1R CRE-luciferase, luminescence, 24 h; GLP-1R form is constitutively active; Potency, µM (series often up to 38.3 µM), for the others: top-dose activity change, negative = inhibition, hits mostly inhibitors; 410,000 compounds, 1.6% hits; further: potency means the concentration at half of the fitted maximal effect; on the % scale 0 is the no-effect control and ±100 the full control effect; nearly all actives have a fitted effect of over 55% in size
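Inverse agonists were sought by their lowering of basal cAMP reporter luciferase output in HEK293 cells stably carrying constitutively active human GLP-1R, after 24 h compound treatment.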
PTHR1 ag: activates the human parathyroid hormone receptor PTHR1; 410,000 compounds, 0.075% hits; Potency, µM (top dose mostly 115 µM), without a hit: at the top dose activation, usual class: activators; HEK293 GP2 PTHR1 cells, GloSensor cAMP luminescence, 1 h; Q03431; further: potency means the concentration at half of the fitted maximal effect; nearly all actives have a fitted effect of over 55% in size; some results filed as inactive show a strong effect at the top dose; inactives centre near -15; many of its hits are not listed in these tables
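HEK-293-derived GP2 cells expressing PTHR1 and a GloSensor cAMP reporter, 3,000/well, plated overnight, given luciferin plus IBMX (each 0.5 mM as added) for 1 h at 37 °C, then compound for 1 h at 37 °C. Luminescence was read after 15 min at room temperature.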
DRD3 agonist: agonists of human D3 dopamine receptor. P35462. max activation, %. D3R DiscoveRx beta-arrestin cells, luminescence, 90 min. AID 652048. 410,000 compounds, 0.58% hits; in the data active means max activation above about 30%; further: 0% is about no effect; mostly tested at two doses, the higher about 12 µM
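Agonist-mode cell screen: cells plated at 1500/well and incubated overnight at 37 °C, then exposed to library compounds for 90 min at 37 °C. Detection reagent was added for 30–60 min at room temperature, and luminescence was read.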
aSyn rescue: rescues yeast growth from alpha-synuclein toxicity | Potency, µM (series often up to 46.1 µM), for inactives: at the highest dose growth rescue (activation), usual class: activators | Yeast expressing alpha-synuclein, growth rescue, BacTiter-Glo, 24 h | 370,000 compounds, 0.14% hits; further: potency means the concentration at half of the fitted maximal effect; % of control where 0% means no effect; nearly all actives have a fitted effect of over 65% in size
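Readout is rescue of growth in alpha-synuclein-expressing yeast, so inhibitors of toxicity appear as activators. Growth after 24 hr at 30 deg C in galactose medium is quantified by luminescence.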
TDP43 rescue: TDP-43 toxicity inhibition in yeast; TDP-43 expressing yeast growth rescue, BacTiter-Glo, 24 h; Potency, µM (top dose mostly 46.1 µM), without a hit: at the highest dose growth rescue (activation), usual class: activators; 410,000 compounds, 1.8% hits; further: potency means the concentration at half of the fitted maximal effect; % of control where 0% means no effect; nearly all actives have a fitted effect of over 50% in size
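Luminescence from BacTiter-Glo reports growth of TDP-43-expressing yeast after 24 hr at 30 deg C with compound. Cells were raffinose-pregrown to mid-log, then seeded in galactose medium at OD600=0.02.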
KB-V1 cytotox: kills drug-selected multidrug resistant KB-V1 cells | KB-V1 MDR cells viability, CellTiter-Glo, 72 h | Potency, µM (highest dose often 46.1 µM), for inactives: top-dose activity change, negative = cytotoxicity, hits mostly cytotoxic | 400,000 compounds, 3.4% hits; further: potency means the concentration at half of the fitted maximal effect; on the % scale 0 is the no-effect control and ±100 the full control effect; nearly all actives have a fitted effect of over 60% in size
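qHTS viability screen in drug-selected KB-V1 MDR cells: 72 h compound treatment at 37 degrees C, ATP luminescence end point.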
* = called active by the depositor; i = inactive; ? = inconclusive; · = not tested or not shown; [ ] = remark or other dose. Unless noted, the call rests on the fitted dose curve; in most records, active means well fitted curve in the direction sought with a large enough effect; inconclusive means small, poorly fitted or top-dose-only effect, or another doubt; inactive means no such curve, though single readings can be large; an effect the other way counts as inactive or inconclusive. Not all compounds are listed (hit frequency here may not be typical).

compound | GLP1R cytotox | DRD3 antagonist | GLP-1R agonist | GLP1R inv ag | PTHR1 ag | DRD3 agonist | aSyn rescue | TDP43 rescue | KB-V1 cytotox
O=C(NN1c2ccccc2CCc2ccccc21)c1ccccc1Br | -19% | 10 | 0% | ? | i | -4 | 1% | 14% | 13%
O=C(CN1CCOCC1)NNC(=O)c1ccc([N+](=O)[O-])cc1 | -2% | 1 | -5% | 11% | i | 5 | 4% | 7% | -2%
O=C(COC(=O)c1cnccn1)Nc1cccc2ccccc12 | -5% | -2 | 26% | -19% | -23% | 2 | 0% | 5% | ?
CCOC(=O)c1c(C)[nH]c(C)c1C(=O)COC(=O)c1c(OC)cccc1OC | -15% | 12 | 2% | 13% | i | -3 | 4% | 7% | 0%
NC(=O)C1CCN(C(=O)COc2ccc3c(c2)oc(=O)c2ccccc23)CC1 | -15% | -8 | 2% | 25% | -7% | 0 | 4% | 17% | 3%
CN(CC(=O)Nc1cccc(F)c1)CC(=O)N1CCCCC1 | -16% | -10 | 8% | 10% | i | -3 | 1% | 6% | -11%
Cc1ccc2nc(NC(=O)CSc3nnc(C)c(=O)n3N)sc2c1 | -9%[1.53 µM] | -8 | -1% | 45%[activator] | i | -5 | -2% | 7% | -19%
Cc1ccc(NC(=O)CN2C(=O)c3cccnc3Sc3ccccc32)c(Br)c1 | 1% | · | · | 9% | i | 2 | · | ? | ·
CCCC1CC(C)(/C(C)=N\NC(N)=S)OC1=O (stereo not drawn) | -29% | 10 | -2% | 0% | i | 0 | 1% | 10% | 20%
CCC(=O)N1CCC2(CC1)Oc1ccc(F)cc1C(=O)C21CC(c2ccccc2)=NO1 (stereo not drawn) | -12% | 7 | 8% | 1% | i | 8 | 1% | 21% | -7%
Cc1csc(SCC(=O)Nc2ccc(CC#N)cc2)n1 | 4% | -29 | 0% | 5% | -9% | -2 | -3% | 2% | 0%
N#CC1=C(N)C(C#N)(C#N)[C@H](c2cccnc2)[C@H]2CN(C(=O)OCc3ccccc3)CC=C12 | 8% | ? | 4% | 18% | -88%[inhibitor] | -6 | -7% | 9% | ?
O=C(CSc1ncccc1C(=O)O)NC1CCCCCCC1 | 4% | 3 | -5% | 12% | i | 3 | -3% | -14% | ?
CCOc1ccc(CCNC(=O)c2cccc(-n3c(C)nc4cccnc43)c2)cc1 | 4% | · | · | 15% | i | 2 | · | 7% | ?
O=c1[nH]c2ccccc2nc1-c1nnnn1Cc1ccccc1 | 134%[activator] | -17 | -1% | 8% | -2% | -9 | -13% | 4% | 0%
COC(=O)CSc1[nH]c2ccccc2c1[N+](=O)[O-] | -12% | ? | 0% | 5% | -37% | -9 | -2% | 9% | -4%
COc1cc(/C=C/CN2CCC(CO)(CC3CCCCO3)CC2)ccc1O (stereo not drawn) | 17% | -67* | 2% | -26% | -20% | -53 | -1% | -8% | ?
Cc1cc(C(=O)COC(=O)CNC(=O)c2ccccc2)c(C)n1CC1CCCO1 (stereo not drawn) | -2% | -5 | 2% | -2% | -14% | -6 | -3% | -2% | -13%
Cc1ccc(C(=O)N2CCN(C)CC2)cc1S(=O)(=O)N1CCCCCC1 | -3% | -1 | -3% | 21% | -24% | -5 | 3% | -12% | -11%
COc1cc(NC(=O)CN2C(=O)C(c3ccccc3)=NC2(C)C)cc(OC)c1 | 2% | -1 | 5% | -12% | i | 2 | -1% | 15% | 18%
CCOc1ccc(N(C)S(=O)(=O)c2ccc(C)c(C(=O)NCc3cccs3)c2)cc1 | 3% | 12 | 8% | ? | -12% | 5 | 1% | 22% | ?
CNC(=S)NNC(=O)COc1ccccc1C | -1% | -20 | -2% | 0% | i | -21 | -3% | -1% | 3%
O=C(c1ccc(Cl)cc1)n1nc(-c2cccnc2)nc1NCc1ccc(F)cc1 | 0% | · | · | 7% | -22% | -2 | · | 14% | 16%
CCSc1nnc(NC(=O)CCn2c(=O)oc3ccccc32)s1 | 1% | 8 | -4% | 3% | -13% | 6 | -7% | -4% | 0%
COc1ccc([N+](=O)[O-])cc1COc1ccc2c(-c3ccccc3)cc(=O)oc2c1 | -9% | -13 | 3% | 0% | i | -4 | 11% | 0% | -5%
Cc1nn(CC(C)C(=O)N2CCN(S(=O)(=O)c3ccc(Cl)cc3)CC2)c(C)c1C (stereo not drawn) | 5% | 15 | 5% | 3% | -20% | 5 | 1% | 6% | 21µM*
Cc1cccc(NC(=O)CCn2cnc3ccccc3c2=O)c1 | -2% | · | · | 5% | -21% | -10 | · | -5% | 15%
COCCn1c(=O)[nH]c2cc(C(=O)NCc3ccccc3)ccc2c1=O | 7% | 7 | 1% | 3% | -25% | -5 | 1% | -1% | -4%
CC(NCCc1ccc(S(N)(=O)=O)cc1)C(=O)NCc1ccccc1 (stereo not drawn) | -22% | -3 | -2% | -43% | i | 0 | -1% | -3% | -12%
Nc1cc(N)nc(SCCN2CCCCC2)n1 | 17% | -4 | 2% | 10% | 9% | 4 | -9% | -1% | 18%
O=S1(=O)C=C(Sc2nc3ccccc3s2)c2ccccc21 | ? | -98* | -16% | ? | -34% | -9 | 13% | 2.2µM* | ?
CCOC(=O)Cc1c(C)c2c(C)nn(-c3ccccc3)c2oc1=O | ? | -8 | 0% | -8% | -14% | -11 | 0% | ? | -27%
COC(=O)c1ccc(NC(=O)c2c(NCc3ccc(C)o3)sc3c2CCCC3)cc1 | -28% | · | · | ? | -22% | -12 | · | -2% | 6%
CCOc1ccc(CCNC(=O)CS(=O)Cc2nc(-c3ccccc3C)oc2C)cc1OCC (stereo not drawn) | -5% | 23 | 8% | -20% | -24% | -7 | 5% | 25% | -2%
O=C(c1ccc(Cl)cc1)c1cnc(-c2ccccc2)s1 | 17% | -29 | 0% | 20% | -15% | -7 | -1% | -4% | -9%
Cc1cccc(N(C)C(=O)c2cc(S(=O)(=O)N3CCc4ccccc43)cn2C)c1 | 20% | 17 | 7% | ? | -27% | -2 | 2% | 21% | 0%
COc1cccc(C(=O)Nc2nnc(-c3ccc(Cl)cc3)o2)c1 | -29% | -25 | -2% | 10µM* | -6% | -9 | ? | 3.2µM* | -7%
Nc1cc(S(=O)(=O)Nc2ccccc2Cl)ccc1N1CCOCC1 | -13% | 14 | 16% | 12% | -24% | 4 | -2% | 16% | 8%
COc1ccccc1-c1cc(C(F)(F)F)nc(S(=O)(=O)CCCC(=O)N2CCOCC2)n1 | ? | ? | -31%[inhibitor] | ? | -17% | -8 | 4% | 15% | ?
CCN(CCCNC(=O)c1nn(-c2ccc(C)cc2)c(=O)c2c1c1ccccc1n2C)c1cccc(C)c1 | 1% | · | · | 4% | i | -11 | · | 5% | 2%
O=S(=O)(c1ccc(F)cc1)N1CCN(c2nc(-c3cccnc3)nc3ccccc23)CC1 | -24% | 22 | 7% | ? | -2% | -6 | 0% | ? | ?
CC(=O)N1CCC(N(C(=O)Nc2ccc(C)c(F)c2)C(C)C)CC1 | 6% | · | · | 12% | -22% | 1 | · | 0% | 3%
COc1ccc(-c2nc(C(F)(F)F)c(OC)o2)cc1OC | -3% | 2 | 18% | 8% | i | -1 | 11% | ? | ?
O=C(NCC1CCCO1)c1ccccc1-c1nc(-c2ccccc2Cl)no1 (stereo not drawn) | -5% | 12 | 12% | -22% | i | -1 | 1% | 6% | 11%
Clc1ccc(OCc2nnc(SCc3nnc(-c4ccccc4)o3)o2)c(Cl)c1 | ? | 25 | 9% | -20% | i | 1 | 28% | ? | -28%
CCOC(=O)[C@H]1[C@H]2COc3cc(OC)ccc3[C@@H]2N2C(=O)c3cc(OC)c(OC)cc3NC(=O)[C@@]12C | 2% | 0 | 13% | 3% | -15% | -14 | -9% | 1% | ?
COc1ccc(C(=O)NCC(=O)N2CCN(c3ncccn3)CC2)cc1OC | -5% | -1 | 0% | 7% | i | 1 | 1% | 21% | 9%
COc1cc(C(=O)NCc2ccncc2)cc(OC)c1OC | -16% | 4 | 11% | 4% | i | 5 | 0% | -3%[9.22 µM] | 12%
Cc1c(NC(=S)N/N=C/C=C/c2ccccc2)c(=O)n(-c2ccccc2)n1C | ? | -13 | 1% | ? | i | -1 | -1% | -8% | ?
COc1ccccc1OCCCn1c(-c2ccc(Cl)cc2)nc2ccccc2c1=O | 0% | · | · | 15% | -17% | -8 | · | -7% | ?
O=C1CC2(CCN(C(=O)C3CC(=O)N(c4ccc(F)cc4)C3)CC2)Oc2ccccc21 (stereo not drawn) | 3% | 5 | -5% | -10% | -24% | 4 | 4% | 1% | ?
CC(=O)N1CCC(C(=O)Nc2ccc(S(=O)(=O)NCCc3ccccc3)cc2)CC1 | 20% | -18 | -1% | 8% | -1% | -5 | -6% | -6% | -21%
CSCCC(c1nc2ccccc2[nH]1)n1c(=O)c(-c2ccco2)nc2ccccc21 (stereo not drawn) | -5% | -1 | · | 0% | -10% | 4 | 3% | 12% | ?
Cc1cccc(CSCCNC(=O)CSCc2ccc([N+](=O)[O-])cc2)c1 | -13% | 77 | 7% | ? | i | 1 | 16% | 18µM* | -14%
CCn1c(SCc2nc3ccccc3[nH]2)nnc1-c1cnccn1 | -1% | 7 | 1% | 0% | -6% | 5 | 8% | -9% | -3%
CC1Cc2cc(/C(O)=C3/C(=O)C(=O)N(CCN4CCOCC4)C3c3cccc(O)c3)ccc2O1 (stereo not drawn) | -12% | 25 | -7% | 17% | i | -4 | -5% | 0% | 1%
COC(=O)CN1C(=S)N(c2ccc(F)cc2)C(=O)C1CC(=O)Nc1ccc(OC)cc1 (stereo not drawn) | 6% | 35 | 15% | 4% | i | 9 | 0% | 0% | 13%

Only DRD3 agonist and GLP1R inv ag (3 entries from above):
mol | DRD3 agonist | GLP1R inv ag
Nc1cc(N)nc(SCCN2CCCCC2)n1 | 4 | 10%
O=S1(=O)C=C(Sc2nc3ccccc3s2)c2ccccc21 | -9 | ?
CCOC(=O)Cc1c(C)c2c(C)nn(-c3ccccc3)c2oc1=O | -11 | -8%
